High-throughput results as filed in PubChem BioAssay.
aGal spleen mod = qHTS Assay for Inhibitors and Activators of Human alpha-Galactosidase From Spleen Homogenate. human spleen homogenate, 4MU-alpha-Gal fluorescence, 40 min. Potency, µM (series often up to 80 µM), without a hit: at the highest dose activity change, negative = inhibition, most hits filed as inhibitors. 240,000 compounds, 0.008% hits. AID 2107, 2009. Alpha-galactosidase A (Homo sapiens), P06280;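 also: potency is read from the fitted curve at half-maximal effect; 0% = enzyme with vehicle and -100% = no enzyme basal signal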
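qHTS titration in buffer at pH 5.0. Alpha-galactosidase activity in spleen homogenate was measured via 4-methylumbelliferone release from 1 mM fluorogenic substrate after 40 min at 37C and a pH 10 stop. AC50 came from Hill fits of control-normalized data.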
NPSR antag = qHTS Assay for Antagonists of the Neuropeptide S Receptor: cAMP Signal Transduction; Q6W5P4; CHO-NPSR cells, cAMP TR-FRET, antagonist mode; Potency, µM (titrated, usually from 38.3 µM), for the others: top-dose activity change, negative = inhibition, actives largely listed as inhibitors; 220,000 compounds, 1% hits; AID 1461, 2008; also: potency is read from the fitted curve at half-maximal effect; % is scaled to controls: 0 for no effect and ±100 for the full control effect; nearly all actives have a fitted effect of over 50% in size; many of its hits are not listed in these tables
Target sequence (Q6W5P4 whole entry, looked up): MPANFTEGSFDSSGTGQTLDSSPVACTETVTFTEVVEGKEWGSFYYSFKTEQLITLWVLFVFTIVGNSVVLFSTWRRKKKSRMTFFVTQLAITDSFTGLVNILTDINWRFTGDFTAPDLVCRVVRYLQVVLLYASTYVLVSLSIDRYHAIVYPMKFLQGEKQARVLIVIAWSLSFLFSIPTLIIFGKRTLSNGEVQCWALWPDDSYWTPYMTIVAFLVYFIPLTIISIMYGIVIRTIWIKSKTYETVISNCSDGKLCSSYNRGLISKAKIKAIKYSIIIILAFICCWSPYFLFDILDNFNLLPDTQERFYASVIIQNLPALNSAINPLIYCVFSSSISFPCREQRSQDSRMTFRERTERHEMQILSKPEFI
CBFb RUNX1 block = qHTS Assay for Compounds Blocking the Interaction Between CBF-beta and RUNX1 for the Treatment of Acute Myeloid Leukemia. Potency, µM (series often up to 59.8 µM), without a hit: at the top dose activity, negative = inhibition, most hits filed as inhibitors. AID 1477, 2009. Runt-related transcription factor 1 (Homo sapiens) + Core-binding factor subunit beta …. 230,000 tested, under 10 active. AlphaScreen CBFb-His/RUNX1-biotin binding, biochemical; also: % of control where 0% means no effect
Target sequence (Q01196 whole entry, looked up): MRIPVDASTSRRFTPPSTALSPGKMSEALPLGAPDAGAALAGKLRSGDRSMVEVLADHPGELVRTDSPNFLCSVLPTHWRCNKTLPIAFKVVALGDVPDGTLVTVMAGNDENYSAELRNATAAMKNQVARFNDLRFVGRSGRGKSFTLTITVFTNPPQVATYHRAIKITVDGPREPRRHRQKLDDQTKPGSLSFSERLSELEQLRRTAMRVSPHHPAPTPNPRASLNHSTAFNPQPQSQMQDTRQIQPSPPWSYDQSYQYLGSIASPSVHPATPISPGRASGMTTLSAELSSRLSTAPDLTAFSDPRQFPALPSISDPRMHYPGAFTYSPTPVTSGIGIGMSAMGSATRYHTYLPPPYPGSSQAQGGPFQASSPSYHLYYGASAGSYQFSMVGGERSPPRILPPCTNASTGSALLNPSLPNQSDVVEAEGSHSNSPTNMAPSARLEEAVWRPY
Target sequence (Q13951 whole entry, looked up): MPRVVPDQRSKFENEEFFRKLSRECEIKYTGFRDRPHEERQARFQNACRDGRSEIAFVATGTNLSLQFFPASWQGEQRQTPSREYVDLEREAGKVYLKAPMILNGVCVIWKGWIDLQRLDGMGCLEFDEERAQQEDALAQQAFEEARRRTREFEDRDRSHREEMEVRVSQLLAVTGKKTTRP
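CBFb-His/RUNX1-biotin, 30 nM each, preincubated 20 min RT; compound 15 min RT; Ni + streptavidin beads 50 ng each, 90 min RT; AlphaScreen read.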
Tau fluor cs = Counterscreen qHTS for Inhibitors of Tau Fibril Formation, Fluorescence Polarization; Potency, µM (series often up to 57.7 µM), for inactives: top-dose activity change, negative = decrease; tau K18 P301L (four-repeat tau fragment) Alexa594 fluorescence, heparin fibrillization; 280,000 compounds, 0.93% hits; also: potency is read from the fitted curve at half-maximal effect; % is scaled to controls: 0 for no effect and ±100 for the full control effect; nearly all actives have a fitted effect of over 55% in size
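Human K18 P301L tau (15 uM unlabeled plus 0.24 uM Alexa 594-labeled, final) in 100 mM sodium acetate pH 7 was mixed with compound and 20 uM heparin and incubated 6 hr at 37 C.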
TRb SRC2 PPI = qHTS for Inhibitors of the Interaction of Thyroid Hormone Receptor and Steroid Receptor Coregulator 2; TRbeta-SRC2 peptide binding, fluorescence polarization; receptor liganded with 1 µM T3; Potency, µM (series often up to 106 µM), for the others: top-dose activity change, negative = inhibition, actives largely listed as inhibitors; 280,000 compounds, 0.065% hits;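 also: potency is read from the fitted curve at half-maximal effect; plate controls were bound peptide for no effect and peptide without receptor for full effect; nearly all actives have a fitted effect of over 50% in size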
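Polarization signal, normalized between peptide-alone and full complex controls, measured compound effects on T3-liganded human TRb LBD (0.6 uM) binding 20 nM Texas Red SRC2 peptide after 5 hr.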
Epigenetic reg = Quantitative High-Throughput Screen for Regulators of Epigenetic Control | AID 1865, 2009 | Potency, µM (doses to about 53.9 µM), for the others: at the highest dose GFP activation, most hits filed as activators | 280,000 compounds, 0.2% hits | murine LDR cells, GFP reporter derepression, 30 h; also: potency is read from the fitted curve at half-maximal effect; % of control where 0% means no effect; nearly all actives have a fitted effect of over 60% in size
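Reporter derepression read as number of fluorescent GFP-positive objects, 20-120 um in size, counted by laser-scanning cytometer. Mouse LDR line with an epigenetically silenced CMV-GFP locus; compound incubation 30 h, 37 C.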
Tau FP inhib = qHTS for Inhibitors of Tau Fibril Formation, Fluorescence Polarization; Microtubule-associated protein tau (Homo sapiens), P10636; K18 P301L tau heparin fibrillization, Alexa594 FP, 6 h; Potency, µM (titrated, usually from 57.7 µM), without a hit: top-dose activity, negative = inhibition, hits mostly inhibitors; 280,000 compounds, 0.39% hits; AID 1468, 2008; also: potency is read from the fitted curve at half-maximal effect; % is scaled to controls: 0 for no effect and ±100 for the full control effect; nearly all actives have a fitted effect of over 55% in size
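Compound effects on tau fibrillization are measured by Alexa 594 fluorescence polarization (ex 555, em 632 nm). K18 P301L tau is used at 15 uM with 0.24 uM labeled tracer, and 20 uM heparin induces aggregation over 6 hr at 37 C.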
TexasRed fluor = Total Fluorescence Counterscreen for Inhibitors of the Interaction of Thyroid Hormone Receptor and Steroid Receptor Coregulator 2; TRb/SRC2 Texas Red total fluorescence interference; Potency, µM (series often up to 106 µM), for the others: at the highest dose fluorescence change, negative = quenching; 280,000 compounds, 0.29% hits; active = well fitted curve in either direction with a large enough effect; inconclusive = small, poorly fitted or top-dose-only effect; also: potency is read from the fitted curve at half-maximal effect; % is scaled to controls: 0 for no effect and ±100 for the full control effect
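Human TRβ ligand-binding domain (0.6 uM) and Texas Red SRC2 peptide (20 nM) in Tris buffer with 1 uM T3 and 5% DMSO were incubated with pinned compound for 5 hr at ambient temperature. Total fluorescence was computed as S + 2P (555/632 nm).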
Numbers without * were called inactive; ? = inconclusive; nt = no result given; & = joins results of further samples; [ ] = another dose, or the depositor's remark. Unless noted, calls follow the shape of the dose curve; as a rule, active = well fitted curve in the direction sought with a large enough effect; inconclusive = small, poorly fitted or top-dose-only effect, or another doubt; inactive = no such curve, though single readings can be large; an effect the other way counts as inactive or inconclusive. These rows are one share of the data; rates above refer to the full screens.

SMILES	aGal spleen mod	NPSR antag	CBFb RUNX1 block	Tau fluor cs	TRb SRC2 PPI	Epigenetic reg	Tau FP inhib	TexasRed fluor
CCC(=O)N1CCc2cc(CNC(=O)Nc3cc(C)ccc3C)ccc21	nt	nt	nt	-15.5%	1.6%	-0.9%	-12.2%	-2.0%
CCOC(=O)c1[nH]cnc1C(=O)Nc1ccccn1	-12.1%	-2.3%[46.1 µM]	-3.8%	9.0%	4.3%	-1.0%	3.3%	-1.7%
COc1ccccc1/C=C1\CCCC2=C1Nc1nnnn1C2c1ccccc1OC (stereo unspecified)	-5.5%	-17.7%	-0.9%	15.3%	6.3%	1.6%	-1.6%	2.0%
Cc1ccc(NC(=O)c2c(C(=O)Nc3ccccc3)sc3nc(C)cc(=O)n23)cc1	-3.9%	-4.6%	-2.5%	-10.1%&-10.4%	0.8%&-9.2%	0.8%&-1.0%	?	-0.9%&6.7%
Cc1ccc(Nc2cc(C(=O)NCc3cccs3)c3ccccc3n2)c(C)c1	nt	nt	nt	-26.5%	-1.6%	2.7%	-10.9%	0.9%
CCCNC(=O)CCn1nc(-c2ccc(C)cc2)c2ccccc2c1=O	nt	nt	nt	-6.6%	5.3%	-0.1%	-2.5%	-1.0%
COC(=O)c1ccccc1NS(=O)(=O)c1ccc2c3c(cccc13)C(=O)N2	8.1%	-28.8%[46.1 µM]	14.9%	?	-6.8%	-1.2%	?	-2.0%
Cc1ccc(Nc2nc(N)nc(CSc3nncn3C)n2)cc1	-2.3%	8.1%[46.1 µM]	5.2%	11.1%	-7.8%	0.0%	7.6%	2.5%
COc1cccc(-c2cc(C(=O)Nc3cc(Cl)ccc3O)on2)c1	nt	nt	nt	?	-11.2%	0.0%	12.2%	?
Cc1noc(NS(=O)(=O)c2ccc(NC(=O)CSc3nnc(-c4ccccc4)n3C3CCCCC3)cc2)c1C	-9.0%	-4.4%[46.1 µM]	-5.5%	-10.2%	6.4%	-1.0%	3.6%	-1.5%
C/C(=N/Nc1nc(-c2ccccc2)cc(-c2ccc(F)cc2)n1)c1cccc(N)c1	-24.6%	-13.0%[46.1 µM]	-2.2%	?	3.2%	0.0%	5.2%	-0.9%
CCCCCC(=O)Nc1ccc(-c2csc(C)n2)cc1	-4.5%	0.3%	-3.5%	-0.1%	-12.1%	-0.9%	-3.7%	-1.4%
Cc1cccc(COCC(Cc2ccccc2)N2CCN(C(=O)c3cccc(Cl)c3)CCC2=O)c1 (stereo unspecified)	0.9%	-19.6%	3.9%[2.36 µM]	-7.8%	-0.9%	-2.4%	7.2%	-0.8%
Cc1nc2ccccc2nc(C)c1=NO	1.7%	-8.0%[46.1 µM]	-19.2%	-27.9%	-3.8%	0.8%	?	-0.3%
CC(NC(=O)c1ccc(CSc2nc3ccncc3n2Cc2ccc(F)cc2)cc1)c1ccccc1 (stereo unspecified)	nt	nt	nt	-25.7%	2.4%	-2.3%	-1.4%	-0.4%
Nc1c(Cl)ncnc1N/N=C/c1cccnc1	4.5%	-11.7%	10.0%	?	0.1%	0.3%	?	-2.1%
CCOc1cc(N2CCOCC2)c(OCC)cc1NC(=O)C(NC(=O)c1ccco1)C(C)C (stereo unspecified)	5.3%	?	4.0%	-7.5%	0.6%	-5.0%	0.1%	4.5%
COC(=O)c1ccc(CSc2nnc(N)s2)o1	2.3%	-7.5%	1.7%	-3.9%	0.1%	4.2%	-2.6%	1.1%
CCC1=C(OC(=O)N(CC)CC)N2C(=O)OC(=NCCOC)[C@]2(Cc2ccccc2)[C@H]2C1=CC[C@H]1C(=O)NC(=O)[C@H]12	-2.2%&5.0%	10.7%	13.0%&14.9%	-18.3%&23.0%	2.7%&3.4%	0.8%&-0.7%	4.7%&4.3%	-2.9%&1.2%
COc1ccc(C(=O)OCC(=O)NCCCc2ccccc2)cc1[N+](=O)[O-]	-4.8%	5.7%	4.0%	9.5%	0.9%	5.6%[10.1 µM]	8.1%	-2.7%
Cc1noc(C)c1C(=O)NCCCc1ccccc1	15.9%	-0.4%[46.1 µM]	2.2%	1.1%	2.6%	-1.0%	-12.1%	-3.5%
Brc1ccc(C2=CC(c3ccco3)n3nnnc3N2)cc1 (stereo unspecified)	0.1%	-2.9%	-1.2%	-4.8%	3.0%	-0.3%	-1.8%	1.7%
Cc1ccc(C(C[N+](=O)[O-])c2c(C)cc3ccccn23)cc1 (stereo unspecified)	-14.4%	-18.7%	-18.4%	-17.8%	4.8%	?	-12.5%	-2.8%
O=C(Nc1ccc2c(c1)OCO2)c1ccncc1	5.5%	13.7%[46.1 µM]	-4.2%	-12.2%	4.7%	-1.0%	6.8%	-2.8%
CCC(Oc1ccccc1)C(=O)NC1C(=O)N2C1SC(C)(C)C2C(=O)O (stereo unspecified)	3.1%	14.1%	-0.5%	11.9%	15.4%&-3.9%	0.6%	11.3%	-2.6%&0.7%

3 successive records from above, quoted:
SMILES	aGal spleen mod	NPSR antag	CBFb RUNX1 block	Tau fluor cs	TRb SRC2 PPI	Epigenetic reg	Tau FP inhib	TexasRed fluor
Cc1ccc(C(C[N+](=O)[O-])c2c(C)cc3ccccn23)cc1 (stereo unspecified)	-14.4%	-18.7%	-18.4%	-17.8%	4.8%	?	-12.5%	-2.8%
O=C(Nc1ccc2c(c1)OCO2)c1ccncc1	5.5%	13.7%[46.1 µM]	-4.2%	-12.2%	4.7%	-1.0%	6.8%	-2.8%
CCC(Oc1ccccc1)C(=O)NC1C(=O)N2C1SC(C)(C)C2C(=O)O (stereo unspecified)	3.1%	14.1%	-0.5%	11.9%	15.4%&-3.9%	0.6%	11.3%	-2.6%&0.7%

(list continues)
SMILES	aGal spleen mod	NPSR antag	CBFb RUNX1 block	Tau fluor cs	TRb SRC2 PPI	Epigenetic reg	Tau FP inhib	TexasRed fluor
COCCNC(=O)c1cc(Sc2nnc(C)s2)nc2ccccc12	4.0%	15.8%	3.7%	?	-12.8%	0.1%	-11.4%	-1.8%
Cc1ccc(N2NC(=O)/C(=C/C=C/c3ccco3)C2=O)cc1C	9.1%	-34.0%	-12.0%	?	-3.1%	0.0%	?	-3.7%
CCOC(=O)c1ccc(NC(=O)CC2C(=O)N(c3cccc(OC)c3)C(=O)N2CCOC)cc1 (stereo unspecified)	-1.0%	-2.6%[46.1 µM]	3.7%	-6.7%	2.1%	-1.1%	4.8%	-2.1%
C=CCCC	8.8%	nt	17.4%[21.7 µM]	nt	-1.5%	nt	nt	0.6%
COc1cccc(-c2cc(C(F)(F)F)nc(NCc3ccco3)n2)c1	-12.8%	10.2%[46.1 µM]	11.9%	-18.1%	1.8%	-0.8%	-5.6%	-7.0%
Cc1ccc(Cn2c(Sc3ncccn3)nc3c2c(=O)[nH]c(=O)n3C)cc1	-3.0%	-3.2%[46.1 µM]	8.4%	-7.4%	-0.5%	0.9%	-13.2%	-8.3%
COc1ccccc1C1c2[nH]c3ccccc3c2CCN1Cc1ccc(NC(C)=O)s1 (stereo unspecified)	0.5%	-21.3%	-7.0%	?	0.5%	-1.9%	?	-0.4%
CC(C)(C)NC[C@H](O)COc1cccc2[nH]c(=O)[nH]c12	5.5%	nt	29.6%[21.7 µM]	-13.0%	-0.8%	3.9%	-0.7%	-0.1%
COC(C/C=C/[C@@H](O)COCc1ccccc1)OC	-2.1%	21.6%	16.9%	7.4%	0.6%	1.5%	7.0%	-1.2%
COc1ccc(C(C)=O)cc1COC(=O)CNC(=O)c1ccc(Cl)cc1	9.3%	23.1%	-1.8%	3.0%	9.1%	-2.1%	4.7%	1.0%
CCCCc1n[nH]c2c1/C(=N/O)CC(C)(C)C2	2.4%	7.8%[46.1 µM]	0.9%	-4.8%	-2.5%	-1.2%	7.0%	-5.3%
CCOC(=O)c1c(-c2ccco2)csc1N	5.1%	-6.9%[46.1 µM]	3.9%	-6.6%	-1.7%	2.4%	5.2%	-4.8%
CC(C)NC(=O)CCCN1C(=O)CCn2nc(-c3cccn3C)cc21	nt	nt	nt	-16.7%	-5.8%	0.0%	-3.5%	-18.0%
CCC(=O)Nc1cc(ON=C(C)C)cc([N+](=O)[O-])c1	-4.4%	12.2%	4.4%	1.6%	-7.1%	-0.9%	9.6%	-2.7%
Cc1ccc(OCC(=O)N/N=C\c2ccc(C)o2)c([N+](=O)[O-])c1	4.4%	-2.0%	-2.5%	-8.5%	-5.7%	2.2%	-0.8%	-1.1%
COCC1=C(C(=O)OC)C(c2ccco2)n2ncnc2N1 (stereo unspecified)	3.6%	-12.5%	-16.5%	-6.0%	6.4%	2.4%	1.2%	-1.4%
COC(=O)C1=C(C(=O)OC)[C@@H]2Nc3ccccc3[C@@]23C[C@@H](C(=O)OC)N(C(=O)c2ccco2)C3=N1	-3.9%[17.5 µM]	nt	11.2%[13.1 µM]	-2.4%[11.6 µM]	-3.1%[11.2 µM]	nt	2.4%[11.6 µM]	-4.5%[11.2 µM]
CC(C)N(CC(N)=O)C(=O)Cc1coc2cc3c(cc12)CCC3	-5.3%	0.5%[46.1 µM]	-2.4%	-7.5%	2.8%	1.0%	2.7%	-5.3%
Cc1cccc(N2CCN(C3(c4ccccc4)C(=O)c4ccccc4C3=O)CC2)c1C	nt	nt	nt	-14.2%	-6.8%	-1.3%	-10.2%	-1.6%
Cc1nc(N2CCN(c3ccccn3)CC2)c2c(C)c(C(=O)Nc3ccc(F)cc3)sc2n1	4.5%	-49.2%	1.8%	-29.4%	3.8%	-2.0%	?	-1.4%
Cc1ccsc1/C=N/NC(=O)c1cccnc1	-8.4%	-16.1%	1.9%	-9.1%	-7.7%	0.0%	-1.9%	-1.6%
CCOC(=O)C1CCCN(C(=O)c2cccc(NC(=O)C(CC)CC)c2)C1 (stereo unspecified)	-8.0%	12.7%	0.2%	5.1%	3.0%	3.4%	-1.0%	0.8%
